# RAM inhibit = inhibitors of the yeast RAM network; S. cerevisiae dse1pr::URA3 reporter, 5-FOA growth OD615, 2 d; analog-sensitive cbk1-as2 kinase mutant strain; inhibition, % at 50 µM; 1.8% of 190,000 active; AID 868;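 active means inhibition above a set limit, 3 SD over mean compound inhibition, cut at about 8.4% in these data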;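 further: 0% = DMSO-only wells with no growth and 100% = 10 µM 1-NA-PP1 full growth; inhibition rescues growth on 5-FOA so higher OD means more RAM inhibition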
# TNAP act hiacc = activators of human TNAP at high phosphate acceptor concentration. P05186. purified TNAP, CDP-star luminescence, 1 M DEA, 30 min; stronger effect = higher value; 0 = EDTA background, 1 = DMSO-only activity. activation factor at 20 µM. 200,000 tested, under 10 active;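 active means activation factor at least 2 at 20 µM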
# Target sequence (P05186 whole entry, looked up): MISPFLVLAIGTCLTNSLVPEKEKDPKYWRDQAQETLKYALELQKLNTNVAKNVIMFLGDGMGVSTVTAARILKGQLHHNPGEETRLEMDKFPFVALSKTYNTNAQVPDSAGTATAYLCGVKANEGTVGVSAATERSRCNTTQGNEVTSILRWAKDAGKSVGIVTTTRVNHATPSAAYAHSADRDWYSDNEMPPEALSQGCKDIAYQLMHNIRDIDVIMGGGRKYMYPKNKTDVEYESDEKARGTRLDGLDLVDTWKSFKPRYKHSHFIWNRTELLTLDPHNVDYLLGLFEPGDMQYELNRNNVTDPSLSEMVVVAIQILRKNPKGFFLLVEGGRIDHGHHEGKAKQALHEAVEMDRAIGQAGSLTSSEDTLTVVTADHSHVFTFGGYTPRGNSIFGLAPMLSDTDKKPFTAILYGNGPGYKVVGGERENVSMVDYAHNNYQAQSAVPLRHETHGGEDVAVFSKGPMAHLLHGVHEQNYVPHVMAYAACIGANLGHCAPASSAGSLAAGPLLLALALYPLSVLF
#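 Measured by: Luminescent substrate turnover signal | Test system: Human TNAP | Input: TNAP 1/800 final | Dosing: 20 µM single point | Schedule: 30 min, room temperature | Controls: EDTA wells as negative control, DMSO wells as positive control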
# bIAP activator = intestinal alkaline phosphatase (bovine) activation. purified bovine IAP, CDP-star luminescence, 30 min; stronger effect = higher value; fold of DMSO-control signal, blank-subtracted. activation factor at 20 µM. 0.17% of 200,000 active;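 active means activation factor of 2 or more at 20 µM, a signal rise over negative controls twice the positive control's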
# bIAP inh = intestinal alkaline phosphatase (bovine) inhibition | 190,000 tested, under 10 active | inhibition, % at 20 µM | AID 1019 | purified bovine IAP, CDP-star luminescence, 30 min;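 active means over 50% inhibition of intestinal alkaline phosphatase at 20 µM in the single-dose screen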
#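 System: purified bovine intestinal alkaline phosphatase (IAP) enzyme; Input: IAP diluted 1/65,000,000 in the well; Measured by: CDP-star luminescence signal; Compound dosing: 20 µM single dose; Incubation: 30 min reaction at room temperature.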
# TNAP inh no acc = blocks human TNAP activity with no phosphate acceptor present; P05186; purified TNAP, CDP-star luminescence, 30 min; inhibition, % at 20 µM; 0.26% of 200,000 active; AID 1012;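 active means tissue-nonspecific alkaline phosphatase inhibition above about 50% at 20 µM in the single-dose screen, limit read from the data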;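 further: 0% = DMSO negative control and 100% = EDTA positive control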
# TNAP inh hiacc = blocks human TNAP under high phosphate acceptor concentration; purified TNAP, CDP-star luminescence, 1 M DEA; 0.03% of 200,000 active; inhibition, % at 20 µM;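 active means over 50% inhibition of tissue-nonspecific alkaline phosphatase at 20 µM in the single-dose screen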;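 further: plate controls were DMSO wells for no effect and EDTA-quenched wells as full inhibition for full effect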
# APP transl inh = APP translation inhibition; SH-SY5Y APP 5'UTR-luciferase reporter, luminescence; inhibition, % at 2 µM; 0.82% of 190,000 active; AID 1285;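 active means inhibition above a set limit, derived from the sample mean plus 3 SD, cut at about 45% in these data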; further: values of inactives mirror those of a sister screen read the other way
# Lmaj promast = reduces viability of Leishmania major promastigotes; resazurin fluorescence viability; inhibition, % at 10 µM; 9% of 200,000 active; AID 1063; in the data active means inhibition above about 50%;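 further: promastigotes grown with compound for 44 hours at 28 °C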
# FLuc act counter = affects firefly luciferase, flagging false hits in luciferase stimulation screens. ATPlite luciferase biochemical, luminescence, 10 min; 0 = ATP-free wells, 1 = DMSO control. 200,000 tested, under 10 active. activation factor at 10 µM. P08659;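 active means luciferase activation factor, scaled between plate controls, of at least 2 with compound at 10 µM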
# Target sequence (P08659 whole entry, looked up): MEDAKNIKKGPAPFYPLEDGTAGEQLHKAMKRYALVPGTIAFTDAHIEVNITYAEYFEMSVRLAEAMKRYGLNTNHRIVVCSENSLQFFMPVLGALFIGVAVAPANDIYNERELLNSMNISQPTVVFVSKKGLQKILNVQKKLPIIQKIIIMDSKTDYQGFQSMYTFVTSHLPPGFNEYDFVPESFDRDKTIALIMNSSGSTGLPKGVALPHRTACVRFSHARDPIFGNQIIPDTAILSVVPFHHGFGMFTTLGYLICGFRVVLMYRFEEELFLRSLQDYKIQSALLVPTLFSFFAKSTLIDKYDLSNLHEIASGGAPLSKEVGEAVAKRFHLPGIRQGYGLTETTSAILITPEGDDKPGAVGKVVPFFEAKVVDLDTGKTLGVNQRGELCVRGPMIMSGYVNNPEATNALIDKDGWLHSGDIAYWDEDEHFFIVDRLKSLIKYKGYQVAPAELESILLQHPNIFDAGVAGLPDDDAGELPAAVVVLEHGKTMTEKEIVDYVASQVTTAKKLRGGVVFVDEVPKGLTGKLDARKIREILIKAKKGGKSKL
#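 test system = cell-free luciferase reagent | medium = PBS as buffer for the ATP substrate | dosing = test compounds dosed from 2 mM stocks in 100% DMSO | incubation = 10 min at ambient temperature | detection = luminescence measurement of luciferase light output | benchmarks = low control with PBS replacing ATP, high control enzyme plus ATP without compound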
# FLuc inh counter = Photinus pyralis luciferase inhibition counter-screen; inhibition, % at 10 µM; ATPLite firefly luciferase biochemical luminescence, 10 min; 1.5% of 200,000 active; AID 1006;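 active means inhibition above about 50% when tested at 10 µM, limit read from the data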
# * hit, by the source's call; nt = not tested or not shown.
Molecule,TNAP inh hiacc,APP transl inh,TNAP inh no acc,FLuc act counter,FLuc inh counter,bIAP inh,TNAP act hiacc,RAM inhibit,bIAP activator,Lmaj promast
COc1ccc(OC)c(S(=O)(=O)N2CCCC(C)C2)c1 (stereo not given),-6,-6,-11,1.1,-9,8,1.1,0.5,0.9,10
Cc1ccc(SCCC(=O)Nc2cc(C)on2)cc1,3,-6,3,1,-4,-2,1,1.4,1,-6
COc1cc2c(cc1O)CCN(C(=O)c1ccco1)C2C (stereo not given),-5,8,-8,1,-5,15,1,2.5,0.8,19
O=C(Nc1cccc(C(=O)N2CCOCC2)c1)NC1CCCCC1,-9,-1,-14,1.1,-5,5,1.1,0.8,1,1
Cc1[nH]nc(-c2ccc(OCc3cnn(-c4ccccc4)c3)cc2O)c1Oc1ccc(F)cc1,-5,-5,-15,1.1,-6,7,1,3.3,0.9,-1
CCCC1C2C(=O)N(c3ccccc3)C(=O)C2ON1c1ccccc1 (stereo not given),-4,0,-2,1.1,-8,-2,1,0.6,1,-7
Cc1ccc(C)c(S(=O)(=O)Nc2ccc3sc(C)nc3c2)c1,-2,0,-5,1.1,-5,-6,1,-0.5,1.1,95*
Cc1ccc(CN2CCN(Cc3cccn3-c3nccs3)CC2CCO)cc1 (stereo not given),-2,-3,-5,1,0,-3,1,-0.2,1,-4
CC(C)Nc1nnc(SCc2cc(=O)n3ccsc3n2)s1,-3,13,3,1,-4,2,1,-0.7,1,-4
CC(C)NC(=O)CC(c1ccccc1)c1cc(Br)ccc1O (stereo not given),-4,-1,-13,1,0,-6,1,-1.0,1.1,9
O=C1N=C(c2ccccc2)S/C1=C\c1cccs1,-3,-25,-3,0.7,26,26,1,6.1,0.7,5
Cc1onc(-c2ccccc2)c1C(=O)N1CC(C)OC(C)C1 (stereo not given),0,7,-4,1,-1,1,1,0.5,1,-7
C=CCNc1sc(C(=O)C(C)(C)C)c(N)c1C#N,0,8,-10,1.1,-6,10,1,3.3,0.9,36
CCCCCCNC(=O)CC(c1ccccc1)c1cc(Br)ccc1O (stereo not given),-6,9,0,1.1,-6,5,1.1,11*,1,8
CCOC(=O)c1c(C)[nH]c(C(=O)COC(=O)C2CC2C)c1C (stereo not given),-4,-180,-16,0.9,13,10,1,3.9,0.9,-7
CCOC(=O)C1=C(C)N=C2SC(C(=O)OC)=CC(=O)N2C1c1cc(OC)c(OC)c(OC)c1 (stereo not given),0,0,-5,1.1,-8,10,1,1.8,0.9,-6

# An excerpt from above in order of length of the SMILES, largest number first.
Molecule,TNAP inh hiacc,APP transl inh,TNAP inh no acc,FLuc act counter,FLuc inh counter,bIAP inh,TNAP act hiacc,RAM inhibit,bIAP activator,Lmaj promast
CCOC(=O)C1=C(C)N=C2SC(C(=O)OC)=CC(=O)N2C1c1cc(OC)c(OC)c(OC)c1 (stereo not given),0,0,-5,1.1,-8,10,1,1.8,0.9,-6
CCOC(=O)c1c(C)[nH]c(C(=O)COC(=O)C2CC2C)c1C (stereo not given),-4,-180,-16,0.9,13,10,1,3.9,0.9,-7
Cc1onc(-c2ccccc2)c1C(=O)N1CC(C)OC(C)C1 (stereo not given),0,7,-4,1,-1,1,1,0.5,1,-7
CCCCCCNC(=O)CC(c1ccccc1)c1cc(Br)ccc1O (stereo not given),-6,9,0,1.1,-6,5,1.1,11*,1,8
CC(C)Nc1nnc(SCc2cc(=O)n3ccsc3n2)s1,-3,13,3,1,-4,2,1,-0.7,1,-4
O=C1N=C(c2ccccc2)S/C1=C\c1cccs1,-3,-25,-3,0.7,26,26,1,6.1,0.7,5

# (continued)
Molecule,TNAP inh hiacc,APP transl inh,TNAP inh no acc,FLuc act counter,FLuc inh counter,bIAP inh,TNAP act hiacc,RAM inhibit,bIAP activator,Lmaj promast
CC(Cl)C(=O)c1ccc2c(c1)CCN2C(=O)C1CC1 (stereo not given),-5,4,-11,0.9,11,4,1.1,2.4,1,96*
c1ccc(-c2cc3c(N4CCN(c5ccccc5)CC4)ncnc3s2)cc1,-5,7,-9,1.1,-7,7,1,8.0,0.9,18
O=S(=O)(Cc1ccc(Cl)cc1)CC(O)COCc1ccccc1 (stereo not given),-4,4,-21,1.1,-6,20,1,0.8,0.8,-5
CCC(C(=O)N1CCN(c2ccccn2)CC1)n1nc(C)n2c(cc3occc32)c1=O (stereo not given),-6,-17,-9,1,-3,6,1.1,1.3,0.9,-8
CC(=O)c1cc(C#N)c(Oc2cccc(C(F)(F)F)c2)nc1C,1,-30,-4,1.1,-5,-2,1,6.4,1,-6
CCC(C)N=CC1=C(O)CC(c2ccccc2)CC1=O (stereo not given),-2,-2,-6,1,1,1,1,-0.9,1,1
Cn1c(=O)c2c(nc(CN3CCC(C(N)=O)CC3)n2Cc2c(Cl)cccc2Cl)n(C)c1=O,4,6,-2,1,0,-10,1,1.0,1.1,-2
CN(C)c1ccc(/C=N/NC(=S)NCc2ccccc2)cc1,0,10,9,1.1,-9,8,1,0.4,0.9,-4
COc1ccc(NC(=O)c2ccc(Cl)c(NC(=O)c3ccncc3)c2)cc1,-3,-1,-3,1,4,2,1,-0.5,1,76*
Cc1cccc(C)c1NC(=O)CSCc1cccc(CSCC(=O)Nc2c(C)cccc2C)n1,-3,-2,-10,1.1,-6,6,1,3.3,0.9,1
Cc1cc(Br)ccc1SCC(=O)OCC(=O)NCc1ccc2c(c1)OCO2,1,-23,-15,1,-1,22,1,4.3,0.8,-9
COc1ccc(OC)c(NC(=O)CC2SC(=NCc3ccccc3)NC2=O)c1 (stereo not given),1,-12,0,1,2,18,1,2.8,0.8,4
COc1cc2c(cc1OC)C(COc1ccc3c(C)cc(=O)oc3c1)N(C(=O)c1ccco1)CC2 (stereo not given),2,2,-5,1,-3,0,1,5.6,1,1
COC(=O)C1=C(C(=O)c2ccc(C)cc2)C(c2ccccc2)n2nnnc2N1 (stereo not given),-4,-8,-11,1.1,-8,12,1,5.7,0.9,-2
CCOC(=O)Cn1c2[n+](c3ccccc31)CC(O)CS2 (stereo not given),-2,-8,-8,1.1,-6,12,1,-0.5,0.9,-3
O=C(Nc1nc(COc2ccccc2)cs1)C12CC3CC(CC(C3)C1)C2,-8,-28,-17,1.1,-6,nt,1.1,9.4*,0.4,100*
CCOC(=O)C(NC(=O)c1ccc(OC)cc1)(OCC1(CC)COC1)C(F)(F)F (stereo not given),-1,-22,-12,1,3,-10,1,-0.4,1.1,-6
CC(C)c1cccc(C(C)C)c1NC(=O)COc1nncc2ccccc12,-4,-5,-16,1.1,-5,9,1,5.1,0.9,1
CCOc1ccc(C(C)=O)cc1Cc1c(O)nc(N)[nH]c1=O,-2,-8,-23,1.1,-8,-6,1,2.1,1.1,-4
CCC(=O)Nc1ccc(NC(=O)CSc2nnc(C(C)C)n2C)cc1,0,7,-8,1,0,19,1,-0.6,0.8,0
CCCCOc1ccc(-c2nnn(CC(=O)NCc3ccco3)n2)cc1,-9,-7,-13,1,5,16,1.1,5.4,0.8,2
CCOc1ccc(S(=O)(=O)Nc2ccc(O)c(Sc3ncn[nH]3)c2)cc1,2,5,77*,1.1,-5,-3,1,2.0,1,-5
Cc1cccc(NC(=O)c2cnc3scc(C)n3c2=O)c1,2,-2,0,0.9,14,2,1,-0.1,1,0
O=C1c2ccccc2C(=O)N1OCCOCCOCCBr,0,-10,-4,1,-3,12,1,0.8,0.9,-3
COc1ccccc1-c1nnc2sc(-c3cc4ccccc4o3)nn12,3,6,-2,1,-1,6,1,2.5,0.9,12
Cc1ccc(Nc2ccccc2N)cc1,5,-10,-15,0.9,8,16,0.9,1.3,0.8,29
O=C(Nc1cc2ccccc2oc1=O)C1CCCCC1,-3,-54,-11,1,4,-1,1,1.2,1,-9
O=C(c1ccc2c3c(cccc13)CC2)C1CCCN(Cc2cccnc2)C1 (stereo not given),-4,15,-4,1.1,-7,-5,1,0.3,1.1,96*
CCNc1oc(-c2cccc3ccccc23)nc1C#N,-1,-12,-11,1,-2,6,1,5.9,0.9,-3
CCC1SC(N)=NC1=O (stereo not given),1,2,4,1.1,-7,10,1,2.9,0.9,-10
O=C(N[C@@H](Cc1ccccc1)C(=O)OCc1ccccc1)c1nc[nH]c1C(=O)NC(c1ccccc1)c1ccccc1,-6,2,-5,1,0,-30,1.1,4.8,1.3,-4
Cc1noc(C)c1COc1cccc(C(=O)OCCOc2ccc(F)cc2)c1,-8,-21,-15,1.1,-8,11,1.1,8.7*,0.9,30
Cc1ccc(NC(=O)c2ccc(OC(=O)COc3ccc(Cl)c(C)c3)cc2)cc1,-4,-132,-5,0.9,8,5,1,4.7,0.9,-5
Cc1cccc(C)c1NC(=O)COC(=O)c1cccc2c1C(=O)c1ccccc1C2=O,6,-16,-4,1,0,4,0.9,5.6,1,-5
COc1cc(CC(=O)OCC(=O)Nc2cc(S(=O)(=O)N3CCCC3)ccc2Cl)cc(OC)c1OC,4,-14,-2,1,3,12,1,1.1,0.9,-3
O=C(Nc1ccccc1N1CCOCC1)c1cc(-c2ccncc2)nc2ccccc12,-2,20,-8,1,-4,14,1,1.1,0.9,30
O=C(COc1ccc(Cl)cc1Cl)NC(=O)N1CCCCC1,-6,-19,-5,0.7,33,4,1.1,1.6,1,-3
CCOc1cc(NC(=S)NCC(C)C)c(OCC)cc1NC(=O)c1cccs1,-3,5,-2,1.1,-9,7,1,3.9,0.9,-2
COCCn1c(SCC(=O)c2cc(C)n(C)c2C)nc2ccccc2c1=O,-5,-12,-8,1,-3,-5,1,2.8,1.1,15
Cc1nc2ccccc2n1CC(O)COC1CCCCC1 (stereo not given),4,14,-6,1,-5,3,1,0.1,1,-6
COc1ccc(NC2=C(C(C)=O)C(c3ccc(OC)c(OC)c3)C(C(C)=O)C(C)(O)C2)cc1 (stereo not given),-3,0,-3,1,-3,9,1,3.1,0.9,-8
CCc1nnc(NS(=O)(=O)c2ccc(NC(=S)NC(=O)c3ccc(Br)cc3)cc2)s1,-2,3,24,1,-1,15,1,0.8,0.8,-8
CCNC(=S)N(Cc1cc2cc(C)cc(C)c2[nH]c1=O)C1CCCC1,3,20,-4,1,-4,2,1,2.9,1,99*
Cc1ccc(CN2C(=O)C3CCCN3c3ccc(C#N)cc32)cc1 (stereo not given),-2,5,4,1.1,-7,-4,1,2.1,1,5
Cc1c(OC(=O)c2ccc([N+](=O)[O-])cc2)c2c(c[n+]1C)COC(C)(C)OC2,-2,2,-9,1,-3,-1,1,0.4,1,-8
O=S1(=O)N=C(N(CCO)/N=C/c2ccccc2)c2ccccc21,-5,-8,-6,1,-3,2,1,5.1,1,3
Cc1noc(NS(=O)(=O)c2ccc(NC(=O)CSc3nc4ccccc4s3)cc2)c1C,3,-2,-6,0.9,6,2,1,2.5,1,-6
O=C(O)c1cc(-c2ccc(Cl)cc2)n(-c2ccc(Cl)cc2)n1,-7,9,-12,1,-5,2,1.1,6.0,1,10
